Bioassay records deposited in PubChem by several laboratories.
PRMT1 inh = inhibitors of human PRMT1; Q99873; recombinant PRMT1, activity-based probe fluorescence polarization; inhibition, % at 2.79 µM; 370,000 compounds, 1.3% hits; AID 652257;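 active = inhibition above about 21% made by adding two undisclosed values, limit read from the data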
GC-B act = GC-B (human) receptor activation | P20594 | HEK293-GC-B cells, CNP EC30, cGMP TR-FRET; 0% at EC30 CNP, 100% saturating CNP | activation, % at 10 µM | 370,000 compounds, 0.11% hits;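 active = activation at 10 µM reaching about 35% in either raw or pattern-adjusted values, limit read from the data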
Target sequence (P20594 whole entry, looked up): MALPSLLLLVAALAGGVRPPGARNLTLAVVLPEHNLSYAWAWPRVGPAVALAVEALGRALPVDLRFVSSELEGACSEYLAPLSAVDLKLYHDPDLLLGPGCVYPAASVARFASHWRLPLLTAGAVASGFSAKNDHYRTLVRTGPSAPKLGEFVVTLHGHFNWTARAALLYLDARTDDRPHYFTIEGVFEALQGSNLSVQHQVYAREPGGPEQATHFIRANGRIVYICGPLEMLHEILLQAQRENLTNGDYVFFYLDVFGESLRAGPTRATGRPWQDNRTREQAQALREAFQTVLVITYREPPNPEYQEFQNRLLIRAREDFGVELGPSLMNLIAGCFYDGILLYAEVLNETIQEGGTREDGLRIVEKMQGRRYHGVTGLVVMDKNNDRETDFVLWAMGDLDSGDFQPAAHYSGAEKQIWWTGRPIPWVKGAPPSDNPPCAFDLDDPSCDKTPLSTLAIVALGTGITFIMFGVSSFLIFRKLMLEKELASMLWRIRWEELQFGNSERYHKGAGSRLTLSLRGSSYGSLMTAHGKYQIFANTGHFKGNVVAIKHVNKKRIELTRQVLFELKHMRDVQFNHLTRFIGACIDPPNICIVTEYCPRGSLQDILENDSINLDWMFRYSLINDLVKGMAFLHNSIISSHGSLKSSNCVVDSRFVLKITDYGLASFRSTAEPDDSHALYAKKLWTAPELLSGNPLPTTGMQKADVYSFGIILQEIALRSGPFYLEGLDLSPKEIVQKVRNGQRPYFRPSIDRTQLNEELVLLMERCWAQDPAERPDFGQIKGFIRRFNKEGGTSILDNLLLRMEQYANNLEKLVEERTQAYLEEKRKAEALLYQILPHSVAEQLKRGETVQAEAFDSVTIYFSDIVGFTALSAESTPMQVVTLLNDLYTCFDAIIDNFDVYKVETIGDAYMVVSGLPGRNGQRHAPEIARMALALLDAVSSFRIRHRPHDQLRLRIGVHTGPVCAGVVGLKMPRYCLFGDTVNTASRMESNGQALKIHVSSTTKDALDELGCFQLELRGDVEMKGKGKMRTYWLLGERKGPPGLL
ABHD4 inh = inhibitors of mouse ABHD4. AID 720543. purified mABHD4, FP-Rh probe fluorescence polarization. 370,000 compounds, 0.54% hits. Q8VD66. inhibition, % at 8.92 µM;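 active = inhibition exceeding the mean over every tested compound plus 3 SD, cut at about 30% in these data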;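 note: 0% = plate median of compound wells and 100% = S159A mutant with DMSO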
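Assay system: mouse ABHD4 enzyme, wild type / Also added: fluorescent activity-based probe FP-Rh / Doses: single nominal dose of 8.92 µM, 0.89% DMSO final / Timing: 45 min compound pre-incubation plus 60 min probe step, 25 °C / Signal: FP readout, ex 525 nm / em 598 nm / Control set: S159A mutant/DMSO as 100%, compound-well median as 0%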
SIAE inh = blocks human sialic acid acetylesterase. Q9HAT2. SIAE FP-Rh probe binding, fluorescence polarization. inhibition, % at 9.66 µM. 370,000 compounds, 0.69% hits;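 active = inhibition above a cutoff: mean of compounds within the control limits plus 3 SD of those, cut at about 17% in these data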;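 note: 0% = plate median of compound wells and 100% = probe without SIAE protein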
NPR1 activator = GC-A (human) enzyme activation; HEK293 GC-A cells, cGMP TR-FRET, EC30 ANP; 0% at EC30 ANP, 100% saturating ANP; AID 1671463; 370,000 compounds, 0.14% hits; activation, % at 10 µM; P16066; in the data active = activation above about 40%
TCR CD3 inh = inhibitors of human TCR-CD3 interaction; AID 651800; TAMRA-labeled TCR probe fluorescence, biochemical; 360,000 compounds, 0.37% hits; inhibition, % at 9.4 µM; in the data active = inhibition above about 19%;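 note: recombinant mutant TCR 2C K166C tagged with TAMRA read by polarization; 0% = receptor in buffer alone and 100% = receptor with positive control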
MBD2 DNA inh = blocks human MBD2 binding to methylated DNA; Q9UBB5; TR-FRET, MBD2 binding to methylated oligonucleotide; inhibition, % at 4.4 µM; 370,000 compounds, 0.31% hits; AID 686964; in the data active = inhibition above about 13%
UHRF1 binding = UHRF1 methyl-DNA binding inhibition; Q96T88; inhibition, % at 4.4 µM; AID 687016; UHRF1 binding to methylated oligo, TR-FRET; 370,000 compounds, 0.75% hits; in the data active = inhibition above about 21%;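 note: UHRF1 SRA domain binding a hemimethylated CpG hairpin DNA probe; 0% = median of test compound wells and 100% = reference inhibitor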
HTRA1 inhibitor = HTRA1 (human) protease inhibition; inhibition, % at 5.96 µM; 340,000 compounds, 0.5% hits; Q92743; recombinant HTRA1, FP-rhodamine activity-based probe, fluorescence polarization; AID 504803; in the data active = inhibition above about 36%;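 note: 0% = enzyme with DMSO and 100% = wells lacking enzyme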
rCAG binder = binds r(CAG) RNA repeats; r(CAG) RNA repeat, TO-PRO-1 dye displacement fluorescence; inhibition, % at 3 µM; 370,000 compounds, 1.3% hits;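 active = inhibition above the plate cutoff, the mean of all test compounds on that plate plus 3 SD, cut at about 35% in these data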;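 note: 0% = DMSO alone and 100% = 100 µM mitoxantrone as full dye displacement; higher means more dye released from RNA so lower well fluorescence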
* marks the source's active call; other numbers are inactive results; x = not tested or not shown.

SMILES | PRMT1 inh | GC-B act | ABHD4 inh | SIAE inh | NPR1 activator | TCR CD3 inh | MBD2 DNA inh | UHRF1 binding | HTRA1 inhibitor | rCAG binder
O=C(/C=C/c1ccccc1)Nc1ccc(S(=O)(=O)N2CCOCC2)cc1 | -5.0 | 5.4 | -6.7 | -24.0 | -6.0 | -2.5 | -0.3 | 2.6 | -4.1 | 11.2
O=C(Cc1ccc([N+](=O)[O-])cc1)NC(C(=O)O)C(O)c1cccc([N+](=O)[O-])c1 (stereo unspecified) | 1.7 | 6.1 | -3.3 | -1.6 | 3.6 | -0.2 | 0.1 | 0.0 | 2.1 | 5.6
C/C(=N\Nc1nc(C(C)(C)C)cs1)c1ccc(O)cc1 | 3.0 | -3.4 | 5.4 | 9.7 | -3.4 | -0.6 | -2.6 | -3.3 | 0.6 | 16.7
CN(Cc1ccc2c(c1)OCCO2)C(=O)CSc1ncnc2sccc12 | -3.9 | 2.1 | -6.1 | -0.4 | 4.4 | -4.0 | 6.2 | -1.7 | -0.6 | 2.2
C=CCN(CC=C)S(=O)(=O)c1ccc(C(=O)Nc2sc3c(c2C(N)=O)CCCCC3)cc1 | -3.8 | 2.4 | -5.7 | -5.9 | -4.8 | 6.8 | 2.9 | -5.1 | 0.2 | 4.0
Nc1ccc(C(=O)OCc2csc(-c3ccccc3)n2)cc1[N+](=O)[O-] | -1.9 | -0.8 | -0.5 | -0.4 | -4.2 | 4.6 | 4.2 | 0.2 | 4.6 | 4.6
COc1ccc2c(c1)[nH]c1c(=O)n(N)cnc12 | 0.8 | 0.6 | 5.5 | 4.9 | 13.1 | -2.3 | -3.4 | 1.5 | 8.3 | 1.4
CC1CC1C(=O)OCC(=O)NCc1ccc(Cl)cc1 (stereo unspecified) | 4.9 | 5.4 | -2.7 | 1.4 | 4.4 | -4.2 | 3.1 | 0.8 | 5.9 | -3.8
CC(NC(=O)C1CCCN(S(=O)(=O)c2cccc3nonc23)C1)c1ccccc1 (stereo unspecified) | -2.7 | 2.9 | -6.1 | -1.1 | -0.1 | -2.0 | -4.1 | -3.6 | 0.0 | 3.3
Cc1cc(C(=O)N2CCc3ccccc3C2)no1 | 2.2 | -4.9 | 5.2 | 1.8 | 3.5 | -5.7 | 8.7 | -0.5 | 1.0 | -3.3
N=c1n(CCO)c2ccccc2n1CCN1CCCCC1 | 7.8 | 1.0 | -0.5 | 1.5 | -1.8 | -8.5 | 1.0 | 4.7 | 6.0 | -2.2
COc1ccc(CCNC(=S)N2CCC(C(=O)c3ccc(F)cc3)CC2)cc1OC | 0.1 | 0.6 | -1.6 | 3.5 | 0.3 | -0.6 | 0.1 | -2.1 | 0.8 | -3.1
COc1ccc(NC(=O)C2C(c3ccccc3)C2(Cl)Cl)cc1 (stereo unspecified) | 3.4 | 8.4 | -12.2 | -4.1 | -1.1 | -0.8 | 1.4 | -1.9 | -29.6 | -1.1
O=C(c1cnn(C(=O)c2ccco2)c1)c1ccccc1O | -0.4 | -3.7 | 3.0 | 2.5 | -2.4 | 0.0 | 2.2 | 0.0 | 8.6 | -1.1
CCCOc1cc(N(CC)CC)ccc1/C=C(/C#N)c1nc2ccc(C)cc2[nH]1 | -9.5 | 8.3 | 8.7 | 0.2 | 5.2 | -8.6 | 1.1 | -10.2 | 11.9 | -20.2
CCN(CC)C(=S)SCC(=O)c1ccc(F)cc1 | 5.2 | -7.9 | 8.7 | 2.1 | 12.9 | -7.1 | -2.0 | 4.2 | 2.8 | -4.7
O=C(Nc1ccccc1)c1cnc2ccccc2n1 | -1.2 | -1.2 | -6.7 | -6.2 | -1.2 | 9.0 | 2.3 | -1.9 | -1.4 | -2.1
COc1cc2[nH]c(=S)nc(NCc3cccs3)c2cc1OC | -1.9 | -2.4 | 1.1 | -6.3 | 5.4 | 0.4 | -2.6 | -0.8 | 7.2 | 2.3
CCCCn1c(N)c(N(CCC(C)C)C(=O)C2CSC3(C)CCC(=O)N23)c(=O)[nH]c1=O (stereo unspecified) | 0.8 | 3.4 | 6.7 | -1.9 | 1.0 | 6.1 | -2.3 | -0.6 | 1.6 | -1.6
Cc1c(C(=O)NCc2ccc3c(c2)cc(C)n3C)cccc1[N+](=O)[O-] | 5.6 | 2.1 | 1.4 | 1.6 | 7.2 | 12.3 | -6.3 | -3.0 | 22.7 | 15.2
CCOC(=O)CCC(=O)Nc1ccccc1C(N)=O | -0.6 | 3.8 | -5.8 | -8.1 | -0.4 | 1.4 | -1.5 | 0.1 | 1.7 | 5.6
COc1cc(O)c2c(=O)c3c(O[C@H]4O[C@@H](CO)[C@H](O)[C@@H](O)[C@@H]4O)ccc(O)c3oc2c1 | -0.7 | 2.5 | 4.6 | 0.4 | -0.7 | -5.9 | 0.0 | -1.5 | 2.3 | 7.1
COc1ccc(CCNC(=O)c2cccc(S(=O)(=O)N3CCOCC3)c2)cc1OC | 1.6 | 5.7 | 0.6 | -7.2 | 1.0 | 0.0 | -1.3 | 8.8 | 1.8 | -0.5
CCC(C)N=C1SCC(C)(/C=N/O)S1 (stereo unspecified) | 3.4 | 4.3 | 11.6 | -1.2 | 3.2 | -1.0 | 6.2 | 4.2 | 6.0 | -2.7
CC(=O)Nc1ccc(NC(=S)NC(=O)c2cc3ccccc3o2)cc1 | 1.2 | -5.0 | -3.9 | 0.4 | -0.9 | -5.4 | 4.5 | -1.8 | -6.0 | 6.9

For convenience, three of the compounds above:
SMILES | PRMT1 inh | GC-B act | ABHD4 inh | SIAE inh | NPR1 activator | TCR CD3 inh | MBD2 DNA inh | UHRF1 binding | HTRA1 inhibitor | rCAG binder
COc1ccc(CCNC(=S)N2CCC(C(=O)c3ccc(F)cc3)CC2)cc1OC | 0.1 | 0.6 | -1.6 | 3.5 | 0.3 | -0.6 | 0.1 | -2.1 | 0.8 | -3.1
COc1ccc(NC(=O)C2C(c3ccccc3)C2(Cl)Cl)cc1 (stereo unspecified) | 3.4 | 8.4 | -12.2 | -4.1 | -1.1 | -0.8 | 1.4 | -1.9 | -29.6 | -1.1
O=C(c1cnn(C(=O)c2ccco2)c1)c1ccccc1O | -0.4 | -3.7 | 3.0 | 2.5 | -2.4 | 0.0 | 2.2 | 0.0 | 8.6 | -1.1

(more compounds)
SMILES | PRMT1 inh | GC-B act | ABHD4 inh | SIAE inh | NPR1 activator | TCR CD3 inh | MBD2 DNA inh | UHRF1 binding | HTRA1 inhibitor | rCAG binder
COC(=O)C1=C(C(=O)OC)[C@@H]2N(Cc3ccccc3)c3ccccc3[C@@]23C[C@@H](C(=O)OC)N(C(=O)c2cccs2)C3=N1 | 3.0 | -6.4 | 7.2 | 4.0 | -4.2 | -1.1 | -3.5 | 2.8 | -14.5 | 4.0
Cc1ccc(NC(=O)CN2C(=O)c3ccccc3S2(=O)=O)c(C)c1 | 0.0 | -1.8 | -0.1 | -3.2 | 4.8 | -6.5 | -2.2 | 1.6 | 8.9 | 1.5
O=C(OCCN1C(=O)c2ccccc2C1=O)c1ccccc1 | 0.1 | -3.6 | -2.4 | -5.1 | -7.5 | -4.8 | 3.0 | 0.1 | -4.4 | -2.6
Cc1ccc(C)c(OCCCN2CCNCC2)c1 | -0.3 | -5.3 | 8.7 | 3.3 | -3.0 | -1.6 | 0.5 | -0.4 | 1.9 | 5.3
CCCn1c(-c2ccc(OC)cc2)nc2c(=O)n(C)c(=O)[nH]c21 | -0.4 | -4.5 | 3.2 | 1.8 | -2.3 | -3.0 | -1.6 | 1.6 | 3.2 | 0.8
CCn1c(SCC(=O)c2ccccc2)nc2c(c1=O)SC(C)C2 (stereo unspecified) | 2.5 | -0.8 | -5.1 | 5.8 | -4.8 | 0.2 | -2.3 | 0.5 | -9.4 | -0.9
O=C(Oc1ccccc1)c1cccc2cccnc12 | -1.6 | -2.7 | 12.1 | 4.5 | -2.7 | 2.5 | -2.6 | 2.1 | 31.2 | -4.6
COc1cccc2[nH]c(C(=O)NCCCN3CCCC3=O)cc12 | 3.0 | -3.1 | -9.6 | -2.0 | 4.5 | -4.1 | 8.6 | 4.0 | 2.1 | -1.1
N#Cc1ccc(C(=O)OCC(=O)Nc2ccc(N3CCOCC3)cc2)cc1 | -1.1 | 6.6 | -2.7 | 0.1 | 0.7 | -2.6 | 4.4 | 11.2 | 2.5 | -1.5
CN(C)CCCN(C(=O)c1ccc2c(c1)CCCC2)c1nc2cc3c(cc2s1)OCO3 | 4.4 | -3.7 | 7.6 | 1.8 | -8.3 | -1.5 | 10.7 | 15.3 | -7.8 | 3.0
COc1cccc(C(C)(O)c2nc(-c3ccccc3OC)cs2)c1 (stereo unspecified) | -0.8 | -1.2 | -20.0 | 0.0 | -1.6 | -1.9 | -4.8 | 0.3 | x | -2.2
O=C(Nc1ccc(N2CCN(C(=O)c3cccs3)CC2)cc1)c1ccco1 | 3.6 | 0.4 | 1.6 | 6.6 | -1.4 | -2.7 | 2.6 | -1.4 | 4.0 | -3.0
C=CCSc1nc(-c2ccc(OC)cc2)c(C#N)c(=O)n1CC=C | 0.1 | 6.5 | -15.9 | -3.5 | 2.6 | 2.6 | 3.1 | -2.2 | 0.8 | 0.8
Cn1c(Cc2ccccc2)nnc1SCC(=O)NC1CCCC1 | -0.6 | 0.5 | -1.2 | -2.2 | 1.9 | 1.5 | 2.3 | -0.9 | 4.2 | 1.0
Cc1cc(F)ccc1C(O)c1ncc(-c2ccccc2)[nH]1 (stereo unspecified) | 1.9 | -4.4 | -1.5 | 0.2 | 2.5 | 2.9 | -1.1 | 3.1 | x | 1.3
COc1ccc(N(C(=O)c2ccco2)S(=O)(=O)c2ccc(F)cc2)cc1 | 1.1 | -7.0 | -9.8 | -2.1 | -1.9 | -12.9 | 6.6 | 8.8 | -0.2 | -0.2
Cc1ccc(NC(=O)COC(=O)CCC(=O)c2cccs2)cc1 | -3.7 | 3.4 | -0.1 | 2.0 | -1.0 | 6.4 | -0.5 | -0.1 | -0.3 | 2.1
O=C(NC1CCCCC1)c1ccc(Cn2cc(Br)cn2)o1 | -0.8 | -4.0 | 9.5 | 3.4 | 5.1 | 1.5 | 0.5 | -1.3 | -5.7 | 1.4
O=C1C(c2ccccc2)C2C=CC(C2)N1O (stereo unspecified) | 3.7 | 0.0 | -4.4 | 9.2 | 1.1 | -2.8 | 1.3 | 2.2 | 0.7 | 0.4
N#Cc1ccc2ccn(CC(=O)NCc3ccccc3)c2c1 | -0.4 | -2.4 | -0.7 | -2.4 | -5.5 | 0.0 | 1.9 | 1.1 | -5.6 | 5.9
O=C(CN1C(=O)NC2(CCCc3ccccc32)C1=O)N1CCCCC1 (stereo unspecified) | -3.5 | 0.1 | -0.9 | 5.1 | 2.2 | -2.0 | -4.8 | 2.2 | -3.0 | 0.9
O=C(Nc1ccc(N2CCOCC2)cc1)Nc1ccc2nsnc2c1 | 2.0 | -7.0 | 1.4 | 1.1 | 1.7 | 9.2 | 0.6 | 2.3 | -1.8 | -1.5
CCn1c(SCC(=O)Nc2cc(C)on2)nc2sc(C)c(C)c2c1=O | 14.4 | -1.4 | -0.2 | -3.2 | 0.9 | -6.8 | -4.3 | -1.3 | x | 3.2
COc1ccc(/C=C2\N=C(c3ccc(C)cc3)OC2=O)cc1 | 1.7 | -31.9 | 4.7 | -1.0 | 1.7 | -4.8 | -1.7 | 0.4 | 2.9 | 2.4
CCN(C(=O)CSc1nc2c(cnn2-c2ccccc2)c(=O)[nH]1)C1CCS(=O)(=O)C1 (stereo unspecified) | -1.3 | 0.0 | 7.0 | -1.4 | 0.7 | -3.7 | -0.8 | 1.6 | -2.1 | 5.2

A portion of the library. The share of hits here may be higher or lower than overall.
